Rab9 promoter act = activators of Rab9 promoter; Huh7 Rab9 promoter-luciferase reporter, luminescence, 24 h; Potency, µM (highest dose often 9.22 µM), without a hit: at the top dose activation, negative = inhibition, usual class: activators; 320,000 tested, 2.8% active; also: potency is read from the fitted curve at half-maximal effect; % of control where 0% means no effect; nearly all actives have a fitted effect of over 60% in size
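Stable Rab9-luc Huh7, 1500 cells/well, 2 h settle; cmpd in DMSO, 24 h, 37 °C/5% CO2; luciferase reagent 10 min RT; luminescence.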
TRPV1 ag = human TRPV1 agonism; Q8NER1; TRPV1-expressing cells, Fluo-8 calcium influx, agonist mode; activation, % at 8.33 µM; 320,000 tested, 0.19% active; in the data active = activation above about 80%; inconclusive = between about 30% and that limit; also: 0% is about no effect
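Fluo-8 calcium influx in TRPV1-expressing cells, kinetic read (ex 480/em 520 nm). Compound added and read 3 min for agonist activity, followed by capsaicin at EC20 final and 2 min further read for enhancement.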
ELG1 genotox = genotoxicity induction in ELG1-luciferase HEK293T cells; HEK293T ELG1-luciferase reporter, luminescence, 16 h; Potency, µM (top dose mostly 46 µM), for inactives: at the top dose activity change, positive = activation, most hits filed as activators; 330,000 tested, 1.3% active; also: potency is read from the fitted curve at half-maximal effect; % of control where 0% means no effect; nearly all actives have a fitted effect of over 60% in size
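Genotoxic stress is detected as increased luminescence from luciferase-tagged ELG1 in HEK293T cells, measured with ONE-Glo after a 16 hr treatment at 37 °C.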
NPC1 prom act = activators of NPC1 promoter | 320,000 tested, 2.4% active | Potency, µM (highest dose often 9.22 µM), without a hit: at the top dose activation, usual class: activators | Huh7 NPC1 promoter luciferase reporter, 24 h;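 also: potency is read from the fitted curve at half-maximal effect; % of control where 0% means no effect; nearly all actives have a fitted effect of over 60% in size; reporter is driven by a mutant NPC1 promoter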
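Stably transfected Huh7 (NPC1 promoter→luciferase), 1500 cells/well in Opti-MEM + 10% FBS, 2 h settle, then compound 24 h at 37 °C. Luminescence after 10 min with Amplite reagent.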
Gal4-VP16 FLuc = inhibits Gal4-VP16 luciferase reporter, ROR gamma counter-screen | Drosophila S2 Gal4-VP16 UAS-luciferase, luminescence, 20 h | Potency, µM (series often up to 53.6 µM), for inactives: at the top dose activity, negative = inhibition, hits mostly inhibitors | 310,000 tested, 3.5% active | AID 2546;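 also: Gal4-VP16 expression switched on by copper sulfate through the metallothionein promoter; potency is read from the fitted curve at half-maximal effect; % is scaled to controls: 0 for no effect and ±100 for the full control effect; nearly all actives have a fitted effect of over 50% in size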
p53 reactivation = re-activators of mutant p53. H1299 p53-A138V BP100-luciferase reporter, luminescence, 24 h. Potency, µM (top dose mostly 92.2 µM), for inactives: at the highest dose activity change, positive = activation, hits mostly activators. 320,000 tested, 0.063% active. AID 504706; also: potency is read from the fitted curve at half-maximal effect; % of control where 0% means no effect; nearly all actives have a fitted effect of over 45% in size
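H1299 (p53-null), stable ts p53-A138V + BP100-Luc; 1000 cells/well, Opti-MEM/10% FBS; cpd 4 pt, 1:5; 24 h, 37 deg C, 5% CO2; detection reagent 10 min RT; luminescence.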
Tb PFK block = blocks T. brucei phosphofructokinase | O15648 | 330,000 tested, 0.17% active | Potency, µM (top dose mostly 57.5 µM), for inactives: top-dose activity, negative = inhibition, hits mostly inhibitors | T. brucei PFK, ADP-Glo luminescence;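 also: potency is read from the fitted curve at half-maximal effect; 0% = uninhibited 1x PFK enzyme wells and -100% = no-enzyme wells; nearly all actives have a fitted effect of over 60% in size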
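Activity is normalized to no-enzyme wells (full inhibition) and 1.25 nM enzyme wells (no inhibition). Reaction: 0.5 mM F6P, 0.1 mM ATP, 45 min RT, ADP-Glo luminescence; concentration-response curves fitted and classed by quality.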
ELG1 DNA repair = ELG1-dependent DNA repair inhibition; HEK293T ELG1-luciferase reporter, luminescence, 16 h; DNA damage induced by 5-fluorouridine; Potency, µM (highest dose often 46.1 µM), for inactives: top-dose activity change, negative = inhibition, most hits filed as inhibitors; 330,000 tested, 2.3% active; AID 504467; also: potency is read from the fitted curve at half-maximal effect; % is scaled to controls: 0 for no effect and ±100 for the full control effect; nearly all actives have a fitted effect of over 55% in size
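Quantitative HTS, concentration-response format. 2,000 cells/well co-treated with 5-fluorouridine and compound, 16 hr in 5% CO2 at 37 °C; ONE-Glo luminescence read after 30 min.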
BRCA1 expr up = increases BRCA1 expression; MCF7-BRCA1-FFLuc reporter, luminescence, 48 h; response scale: scaled: vehicle 0%, 10 µM genistein 100%; Potency, µM (series often up to 46.1 µM), without a hit: at the highest dose activation, actives largely listed as activators; 380,000 tested, 1.1% active; also: potency is read from the fitted curve at half-maximal effect; nearly all actives have a fitted effect of over 80% in size; some results filed as inactive show a strong effect at the top dose
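First, MCF7-BRCA1-FFLuc cells (2000/well) attach for 2 h; next, compounds are pin-added and incubated 48 h at 37 °C; finally, luciferase reagent is added and luminescence read after 15 min.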
FLuc counter = inhibits or activates purified firefly luciferase, miR-21 counter-screen; purified FLuc, Km substrates, luminescence inhibition; P08659; Potency, µM (series often up to 57.5 µM), for inactives: top-dose activity change, negative = inhibition, actives largely listed as inhibitors; 360,000 tested, 6.9% active;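 also: potency is read from the fitted curve at half-maximal effect; plate controls were vehicle for no effect and reference inhibitor for full effect; nearly all actives have a fitted effect of over 55% in size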
Target sequence (P08659 whole entry, looked up): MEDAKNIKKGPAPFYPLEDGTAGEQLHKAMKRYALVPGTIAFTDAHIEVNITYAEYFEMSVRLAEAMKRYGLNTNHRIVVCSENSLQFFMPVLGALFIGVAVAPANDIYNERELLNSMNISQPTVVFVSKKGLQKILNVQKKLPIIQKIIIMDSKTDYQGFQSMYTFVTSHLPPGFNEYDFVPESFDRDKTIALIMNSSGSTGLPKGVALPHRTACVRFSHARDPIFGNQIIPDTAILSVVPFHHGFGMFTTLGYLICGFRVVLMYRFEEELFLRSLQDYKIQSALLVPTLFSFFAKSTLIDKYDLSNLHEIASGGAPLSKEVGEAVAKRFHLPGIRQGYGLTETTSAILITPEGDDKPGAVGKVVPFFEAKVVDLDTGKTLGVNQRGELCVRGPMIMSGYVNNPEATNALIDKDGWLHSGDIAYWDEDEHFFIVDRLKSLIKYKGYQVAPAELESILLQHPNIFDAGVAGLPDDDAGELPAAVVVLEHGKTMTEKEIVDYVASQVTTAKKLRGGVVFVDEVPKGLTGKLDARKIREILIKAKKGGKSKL
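Purified P. pyralis luciferase, 10 nM final, with Km-level 10 uM D-luciferin and 10 uM ATP in 50 mM Tris acetate pH 7.5, 10 mM Mg acetate, 0.01% Tween-20, 0.05% BSA; 6-point qHTS titration about 60 µM downward; luminescence read.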
RORgamma inh = ROR gamma (mouse) transcription inhibition | Drosophila S2 Gal4-RORgamma UAS-luciferase reporter, 20 h | P51450 | AID 2551 | Potency, µM (doses to about 53.6 µM), inactives show top-dose activity change, negative = inhibition, most hits filed as inhibitors | 310,000 tested, 5.4% active; also: potency is read from the fitted curve at half-maximal effect; % is scaled to controls: 0 for no effect and ±100 for the full control effect; nearly all actives have a fitted effect of over 60% in size
Target sequence (P51450 whole entry, looked up, the tested form may be a part): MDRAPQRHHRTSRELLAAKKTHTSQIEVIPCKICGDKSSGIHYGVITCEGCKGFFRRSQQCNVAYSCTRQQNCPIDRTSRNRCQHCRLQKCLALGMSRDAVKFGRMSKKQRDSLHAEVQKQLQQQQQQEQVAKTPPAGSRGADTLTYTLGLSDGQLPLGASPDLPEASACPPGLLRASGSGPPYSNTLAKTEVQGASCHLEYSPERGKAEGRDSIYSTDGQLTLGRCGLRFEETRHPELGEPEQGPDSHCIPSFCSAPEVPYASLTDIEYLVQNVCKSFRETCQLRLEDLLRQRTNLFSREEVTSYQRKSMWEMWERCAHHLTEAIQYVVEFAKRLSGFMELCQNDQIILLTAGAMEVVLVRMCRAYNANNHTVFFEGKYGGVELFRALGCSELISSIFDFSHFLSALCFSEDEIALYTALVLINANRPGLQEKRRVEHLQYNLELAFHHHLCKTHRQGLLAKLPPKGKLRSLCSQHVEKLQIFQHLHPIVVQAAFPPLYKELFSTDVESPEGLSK
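Stably transfected Drosophila Schneider cells are the test system, with ROR gamma fused to Gal4 and luciferase under UAS control; luminescence is read after 20 hr of 700 uM copper sulfate induction at ambient temperature.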
* hit, by the source's call; ? = inconclusive; · = not tested or not shown; [ ] = dose if it differs, or a comment. Unless noted, calls follow the shape of the dose curve; as a rule, active = well fitted curve in the direction sought with a large enough effect; inconclusive = small, poorly fitted or top-dose-only effect, or another doubt; inactive = no such curve, though single readings can be large; an effect the other way counts as inactive or inconclusive.

The line under a structure holds: TRPV1 ag	Tb PFK block	p53 reactivation	FLuc counter	Rab9 promoter act	Gal4-VP16 FLuc	NPC1 prom act	ELG1 DNA repair	BRCA1 expr up	RORgamma inh	ELG1 genotox
COC(=O)c1ccc2c(=O)n(C3CCCCC3)c(SCC#N)nc2c1
  1	0%	2%	-1%	-3%	-2%	-1%	?	-49%	-11%	-2%
Cc1c(NS(=O)(=O)c2cc(C(=O)NC(C)c3ccccc3)ccc2Cl)c(=O)n(-c2ccccc2)n1C (stereo not given)
  8	-1%	2%	0%	2%	·	2%	1%	-14%	·	0%
COc1ccc(CCNC(=O)CCCn2c(=O)c3cccn3c3cccnc32)c(OC)c1OC
  -3	-8%	0%	-7%	0%	9%	-6%	13µM*	30%	-16%	-4%
CCCSc1nnc2n(N)c(=O)c3ccccc3n12
  -2	-2%	6%	2%	-1%	-3%	-3%	-6%	9%	1%	4%
COc1cc2nc(CN3CCC(Cc4ccccc4)CC3)[nH]c(=O)c2cc1OC
  -8	-2%	-2%	-1%	7%	3%	-2%	-7%	-1%	11µM*	-6%
O=C(NN=C1CCCCCC1)C(=O)Nc1cccc(Br)c1
  0	-3%	-12%	6µM*	23%	-5%	18%	?	-5%	-15%	17%
CCCc1nc2ccccc2c(C(=O)OCC(=O)NC2CC2)c1CC
  ·	13%	-8%	·	·	·	·	?	-31%	·	-6%
Oc1ccccc1-c1nnc(-c2ccc(C(F)(F)F)cc2)o1
  29	10%	18%	?	6%	6.3µM*	7%	?	12%	3.5µM*	?
Cc1cc(C)n2nc(SCN3C(=O)c4ccccc4C3=O)nc2n1
  -1	2%	1%	3%	1%	5%	-5%	4%	2%	15%	-2%
COC(=O)CSc1cnc2ccccc2n1
  1	·	·	-2%	·	1%	·	·	-14%	-9%	·

Compound profiles, from the list above. Screens in order: TRPV1 ag	Tb PFK block	p53 reactivation	FLuc counter	Rab9 promoter act	Gal4-VP16 FLuc	NPC1 prom act	ELG1 DNA repair	BRCA1 expr up	RORgamma inh	ELG1 genotox
Entry for Cc1c(NS(=O)(=O)c2cc(C(=O)NC(C)c3ccccc3)ccc2Cl)c(=O)n(-c2ccccc2)n1C (stereo not given) → 8	-1%	2%	0%	2%	·	2%	1%	-14%	·	0%
Entry for Cc1cc(C)n2nc(SCN3C(=O)c4ccccc4C3=O)nc2n1 → -1	2%	1%	3%	1%	5%	-5%	4%	2%	15%	-2%

Next section
The line under a structure holds: TRPV1 ag	Tb PFK block	p53 reactivation	FLuc counter	Rab9 promoter act	Gal4-VP16 FLuc	NPC1 prom act	ELG1 DNA repair	BRCA1 expr up	RORgamma inh	ELG1 genotox
CC(C)(C)c1ccccc1NC(=O)CN1C(=O)NC2(CCCC2)C1=O
  -2	2%	4%	0%	0%	7%	0%	-10%	-2%	1%	-3%
COC(=O)c1c(-c2ccc(OC)cc2)sc2cc(OC)c(OC)cc12
  ·	9%	0%	·	·	·	·	-10%	0%	·	1%
CCOc1ccc(C(=O)CCNC(Cc2cnc[nH]2)C(=O)O)cc1 (stereo not given)
  3	2%	5%	2%	-1%	0%	1%	?	7%	-18%	-3%
CCOc1ccc(C(=O)/C=C/Nc2ccc(S(=O)(=O)N=C(N)N)cc2)cc1
  2	-7%	9%	-6%	0%	-10%	7%	5%	-20%	-2%	?
CN(c1ccc([N+](=O)[O-])cc1/C=N/NC(=O)COc1ccccc1)C1CCCCC1
  -4	-1%	-2%	-2%	-2%	-4%	-4%	-11%	-24%	9%[10 µM]	0%
COc1ccccc1C1/C(=C(/O)c2ccccc2)C(=O)C(=O)N1CCO (stereo not given)
  0	-8%	-3%	-1%	0%	0%	-6%	?	-17%	-3%	0%
Cc1sc2nc(CSCC(=O)N(C)c3ccccc3)[nH]c(=O)c2c1C
  12	4%	-9%	1%	-2%	13%	-1%	?	22%	?	1%
CC(C)C(=O)NC(c1ccco1)c1ccc2cccnc2c1O (stereo not given)
  -1	2%	?	-2%	-29%	5µM*	-31%[inhibitor]	2.9µM*	-76%	2.8µM*	-27%
CCOc1ccc(S(=O)(=O)N2CCC(C(=O)NCc3ccncc3)CC2)cc1
  -7	-3%	11%	0%	-2%	-7%	0%	-4%	-2%	14%	-1%
C#CCOCCOCCOCCNc1nc(N2CCN(C(=O)C([C@@H](C)CC)n3cc(C(N)CO)nn3)CC2)nc(N2CCN(C(=O)[C@H](CCC(=O)O)n3cc(C(N)[C@H](C)CC)nn3)CC2)n1 (stereo not given in full)
  0	2%	2%	-2%	-10%	5%	-6%	?	·	22%	5%

Remaining list, next part:
The line under a structure holds: TRPV1 ag	Tb PFK block	p53 reactivation	FLuc counter	Rab9 promoter act	Gal4-VP16 FLuc	NPC1 prom act	ELG1 DNA repair	BRCA1 expr up	RORgamma inh	ELG1 genotox
CCOC(=O)c1cc(-c2ccc(OC)cc2)n(CCC(=O)NC2CCN(Cc3ccccc3)CC2)c1C
  1	10%	18%	1%	-2%	6%	-9%	?	-17%	-3%	-6%
CCOc1ccc(NC(=O)C/C(C)=N/NC(=O)COc2ccc(Br)cc2C)cc1
  4	-1%	2%	3%	0%	-9%	-2%	5%	-13%	-24%	2%
O=C(CNC(=S)NC(=O)c1ccc(F)cc1)c1ccccc1
  8	4%	4%	4%	2%	-17%	0%	22%	28%	11µM*	4%
CC(C)c1nc(CNC(=O)c2ccc(OC3CCN(Cc4ccccn4)CC3)cc2)cs1
  4	5%	20%	1%	-5%	2%	2%	?	0%	-11%	-5%
C=CCn1c(-c2csc3c2CCC(C)C3)n[nH]c1=S (stereo not given)
  -1	9%	1%	-15%	1%	2.5µM*	1%	6%	-5%	1.4µM*	-1%
Cc1ccc(S(=O)(=O)NCCNC(C)c2ccc(Br)cc2)cc1 (stereo not given)
  4	-4%	-7%	1%	-8%	·	-5%	?	-38%	·	-8%
Cc1cccc(C)c1OCC(=O)Nc1cccc(NC(=O)c2ccco2)c1
  -5	3%	4%	?	-3%	8%	-1%	18µM*	-22%	16%	-6%
COc1cc(C2C3=C(CC(C)(C)CC3=O)N(C)C3=C2C(=O)CC(C)(C)C3)cc(Br)c1O
  0	-6%	-5%	-1%	0%	6%	0%	-4%	-36%	20%	-7%
CCC(C)(C)NC(=O)CN(C(=O)CCC(=O)Nc1ccccn1)c1ccc(F)c(Cl)c1
  -2	1%	-6%	5%	-1%	2%	-1%	2%	-16%	9%	-3%
CC(=O)c1ccc(/C=C/c2nc3ccccc3n2C)o1
  4	-23%	8%	5.4µM*	1µM*	?	1.3µM*	?	?	10µM*	16µM*

More results follow:
The line under a structure holds: TRPV1 ag	Tb PFK block	p53 reactivation	FLuc counter	Rab9 promoter act	Gal4-VP16 FLuc	NPC1 prom act	ELG1 DNA repair	BRCA1 expr up	RORgamma inh	ELG1 genotox
Cc1ccc(-c2c[n+](CC(=O)Nc3ccc(C)cc3C)c3n2CCC3)cc1
  2	0%	-5%	0%	0%	-9%	-5%	0%	18%	7%	-7%
CC(C)NC(=O)COC(=O)c1ccc(Oc2ccccc2)cc1
  23	2%	3%	-14%	0%	1%	-2%	-7%	-24%	21%	4%
CCN(CC)S(=O)(=O)c1ccc(S(=O)(=O)N(CC(=O)Nc2ccccc2)Cc2ccco2)cc1
  ?	-14%	4%	2%	-5%	-21%	-1%	?	1%	40%	-7%
CC(CCc1ccccc1)NC(=O)c1cnc(Cl)c(Cl)c1 (stereo not given)
  13	0%	0%	-2%	-2%[1.84 µM]	14%	-6%	-6%	-2%	10%	-4%
CC(=O)Nc1nnc(-c2c(-c3ccccc3Cl)noc2C)o1
  ·	0%	-10%	0%	-3%	18µM*	-3%	-27%	-9%	5µM*	-2%
Nc1nnnn1CC(=O)OCc1cccc(Br)c1
  13	?	2%	-4%	11%	1%	-2%	8%	-7%	-4%	-2%
CC(C)Cn1c2c(c(O)c(C(=O)Nc3nccs3)c1=O)CCCC2
  -1	1%	9%	1%	3%	0%	1%	?	-56%	-19%[10 µM]	-6%
O=[N+]([O-])c1ccc(CSc2nnc3ccccn23)cc1
  4	-2%	5%	-5%	-4%	-20%	4%	-5%	17%	7%	1%
COc1ccc(CC(=O)NCc2nnc(SCC(=O)c3ccc(OC)cc3)n2C)cc1
  -3	0%	-2%	-18%	-15%	2%	-1%	4%	5%	17%	1%
CCc1cc(=O)oc2cc(C)cc(OCC(=O)N3CCC[C@@H]3C(=O)O)c12
  0	-1%	8%	3%	5%	1%	-5%	0%	-13%	-3%	-2%
CCOc1ccc(C(=O)CC(NCc2cccs2)C(=O)O)cc1 (stereo not given)
  -2	29%	-4%	-20%	0%	13µM*	-1%	8%	0%	4.5µM*	3%
NC(=O)C1=C[C@H](C2CCCCC2)C[C@H](OCc2ccc(CO)cc2)O1
  3	-2%	21%	11µM*	3.2µM*	1%	2.5µM*	?	?	40%	2.9µM*
